Screens deposited in PubChem by several laboratories.
GalR3 antag: human GalR3 antagonism; HEK293 GalR3-CNG cAMP membrane potential fluorescence; galR3 body fused to GalR1 C-terminus; inhibition, % at 3 µM; hit rate 0.44% among 360,000;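 active = inhibition above the screen-wide average plus 3 SD, cut at about 13% in these data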;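 note: forskolin and galanin both at EC90 stimulate the cells; cAMP rise reported by CNG channel membrane potential dye signal; 0% = forskolin plus galanin with DMSO and 100% = forskolin alone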
Target sequence (O60755 1-299 limits assumed): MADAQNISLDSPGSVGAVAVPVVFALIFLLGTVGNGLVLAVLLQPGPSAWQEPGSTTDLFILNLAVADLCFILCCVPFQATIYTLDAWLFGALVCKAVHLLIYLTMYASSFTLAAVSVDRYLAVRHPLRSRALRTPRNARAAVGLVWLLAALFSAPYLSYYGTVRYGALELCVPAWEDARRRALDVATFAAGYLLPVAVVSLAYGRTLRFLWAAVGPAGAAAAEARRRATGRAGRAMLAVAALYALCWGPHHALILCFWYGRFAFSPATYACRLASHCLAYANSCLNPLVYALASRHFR
CRFR2-BP antag: antagonists of CRF-binding protein/CRF-R2 receptor complex. HEK293 CRF-R2/CRF-BP, CRF-induced calcium fluorescence. inhibition, % at 11.8 µM. hit rate 0.59% among 350,000. AID 588475;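 active = inhibition of the ligand-induced calcium signal above about 50% at the single tested concentration, limit read from the data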
CRFBP-R2 agonist: CRF-BP/CRF-R2 complex agonism; HEK293 CRF-R2/CRF-BP, calcium dye fluorescence (FLIPR); percent of saturating CRF peptide response; activation, % at 13.2 µM; hit rate 0.46% among 350,000; AID 588473;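 active = activation of at least 50%, plus an integration ratio under a set limit after plate pattern correction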;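 note: plate controls were neutral control wells without compound for no effect and CRF at EC100 for full effect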
An asterisk follows results filed as active; & = joins results of further samples.

Molecule,GalR3 antag,CRFBP-R2 agonist,CRFR2-BP antag
O=C(NC1CC1)C1CCN(S(=O)(=O)c2cc([N+](=O)[O-])ccc2Cl)CC1,-7,-0.3,3
O=C(NCCc1ccccc1)c1cc(-c2ccccc2)c(N2CCOCC2)s1,-4,-2.1,44
Cc1cccc(NC(=O)CNC(=O)CSc2nnc(C(F)(F)F)n2C)c1C,-1,1.6,2
CCN(CC(=O)Nc1ccc(NC(C)=O)cc1)C(=O)c1c(C)nn(Cc2ccc(C)cc2)c1Cl,0,-1.2,14
O=C(CCn1c(=S)[nH]c2cc3c(cc2c1=O)OCO3)NCCc1ccccc1Cl,-2,0.4,3
Cc1ccc(S(=O)(=O)NN=C2CC3CC2C2CCCC32)cc1 (centres undefined),-4,-4.1,-9
CCCCCCCNC(=O)C1(CC2CC(c3ccccc3)=NO2)CCN(C(=O)OC(C)(C)C)CC1 (centres undefined),9,1.7,-8
CC(=O)C1CCC2C3CCC4=CC(=O)C=CC4(C)C3C(=O)CC12C (centres undefined),1,1.8,0
COc1ccc([N+](=O)[O-])cc1NCC(=O)Nc1cccc(S(=O)(=O)N2CCCC2)c1,-5,-0.7,10
Cc1ccc(S(=O)(=O)NCC(=O)OCc2cc(=O)oc3c(C)c(C)ccc23)cc1C,-6,-0.5,-12
CC(=O)Nc1cccc(C(=O)NNC(=O)c2ccc(-n3cnnn3)cc2)c1,0,4.2,1
O=[N+]([O-])c1ccc(O)c(C2CCCCC2)c1,-2,32,26
COc1ccccc1NC(=O)CSc1nc(=O)n(CCN2CCOCC2)c2c1CCC2,-5,0.5,9
O=C(CN1C(=O)NC2(CCCC2)C1=O)Nc1cc(C(F)(F)F)ccc1N1CCCCC1,-2,-1.2,-4
CN(CC(=O)Nc1ccc(F)c(F)c1F)C(=O)CCCSc1nc2ccccc2[nH]1,-1,-1.6,1
O=S(=O)(Nc1ccc2c(c1)OCO2)c1cccc(Br)c1,-6,0.0,-3
CN1CCN(S(=O)(=O)c2ccc(C#N)cc2)C(c2ccccc2)C1 (centres undefined),-2,0.2,8
CCC(CO)Oc1cc(NCc2cccnc2)c2ncn(C(C)C)c2c1 (centres undefined),-5,0.1,4
CCOc1ccc(C(=O)NCC(=O)OCc2nnc(-c3ccccc3)o2)cc1OCC,2,-0.5,-11
O=C(c1ccc2c(c1)OCCO2)N1CCN(c2ccc(C(F)(F)F)cn2)CC1,-6,-1.9,3
Cc1noc(C)c1COc1ccc(C(=O)N2CC(C)CC(C)C2)cc1 (centres undefined),-4,-0.3,6
Cn1nc(C(=O)Nc2cccc(C(=O)NC3CC3)c2)c2ccccc2c1=O,-1,1.1,-5
CCc1ccccc1NC(=O)CN1CCN(C(=O)CN2C(=O)NC3(CCCC3)C2=O)CC1,-1,0.8,-8
O=C(Nc1ccc(N2CCOCC2)cc1)C1CCN(S(=O)(=O)c2cccc(C(F)(F)F)c2)CC1,-8,2.4,-17
COc1cc(C(=O)OCC(=O)NC2CCCCCC2)ccc1OCC(C)C,-1,2.8,-2
C[C@H]1CN([C@@H](C)CO)S(=O)(=O)c2ccc(-c3ccncc3)cc2O[C@H]1CN(C)C(=O)c1cccc(F)c1,-6,0.7,-8
O=C1CS(=O)(=O)N(Cc2cccc(F)c2)c2ccc(Br)cc21,-1,-1.1,0
O=C(COC(=O)/C=C/c1cccc(F)c1)NC(=O)NCc1ccccc1,-5,2.2,-7
COc1ccc(CNC(=O)CN2C(=O)NC(c3ccccc3)(c3ccccc3)C2=O)cc1,-8,-6.0,-6
CN(Cc1ccc(F)cc1)C(=O)CN1C(=O)c2ccccc2S1(=O)=O,-4,-0.7,2
C[C@H]1CN([C@@H](C)CO)C(=O)c2cc(C#CCC3CCCC3)cnc2O[C@@H]1CN(C)C(=O)CC1CC1,0,0.8,7
CC(C)N(C(=O)[C@H]1C[C@H](CC(=O)NCCN2CCOCC2)C(=O)N2CCc3c([nH]c4cc(CCC(=O)N(C)C)ccc34)[C@]12C)C(C)C,-8,0.5,4
COc1ccc(N2CC(C(=O)Nc3ccc(S(=O)(=O)Nc4nccs4)cc3)CC2=O)c(OC)c1 (centres undefined),0,-2.2,4
COCCCNC(=O)C[C@H]1C[C@H](C(=O)N(C(C)C)C(C)C)[C@@]2(C)c3[nH]c4ccc(Cl)cc4c3CCN2C1=O,0,-4.0,19
Nc1cc(N)nc(SCC(=O)NC2CCCCCCC2)n1,-5,3.2,10
CCCCCCN1C[C@@H](O)[C@H](n2cc(COC(=O)c3ccccc3)nn2)C[C@@H]1c1ccccc1,-7,0.8,-17
CC(C)C[C@@]12C(=O)N(c3cccc(F)c3)C(=O)N1[C@H](c1ccc(Cl)cc1)[C@@H]1C(=O)N(C3CCCCC3)C(=O)[C@@H]12,-6,2.1,-11
Cc1ccc(C)c(NC(=O)CN(C)C(=O)C2CCN(C(=O)Nc3ccccc3)CC2)c1,-4,-0.8,13
Cc1ccc2nc(SCC(=O)NC3CCS(=O)(=O)C3)[nH]c2c1 (centres undefined),-5,-0.1,-5
CC1=C(C(=O)N2CCOCC2)CC(CC(=O)NCC2CCCCC2)C(=O)N1Cc1ccc(F)cc1 (centres undefined),-5,-0.9,22
O=C(COC(=O)/C=C/c1ccccc1)Nc1cccnc1Cl,-2,-0.3,1
CCc1cc(Cn2nc(-c3ccccc3C)cc2C(=O)O)on1,-2,-1.5,-3
CC(=O)c1ccccc1C(=O)N1CCC(CCC(=O)NCc2ccc(F)cc2)CC1,-7,-1.8,13
CC(C)(C)OC(=O)NCCCCCO,-2,2.0,1
COCCN(CC(=O)Nc1ccccc1C(F)(F)F)C(=O)/C=C/c1ccc2ccccc2n1,4,-0.8,-7
COc1ccc(S(=O)(=O)N(C)C[C@H]2Oc3c(NC(=O)C4CC4)cccc3C(=O)N([C@H](C)CO)C[C@@H]2C)cc1,3,2.1,7
CC(CC(=O)N(C)c1c(N)n(Cc2ccccc2)c(=O)[nH]c1=O)c1ccccc1 (centres undefined),-3,0.7,-4
COC(=O)C1(CC2CC(c3ccncc3)=NO2)CCN(C(=O)OC(C)(C)C)CC1 (centres undefined),-9,3.3,-2
CC(O)[C@@]1(O)CC[C@H]2[C@@H]3CC[C@H]4C[C@@H](O)CC[C@]4(C)C3=CC[C@@]21C (some centres undefined),-5,-0.8,-1
CCOc1ccc(C(=O)COC(=O)CNC(=O)C2CCCCC2)cc1,-4,0.2,3
Cc1ccc(S(=O)(=O)N2CCC[C@H]2C(=O)OCCN2C(=O)c3ccccc3C2=O)cc1,-2,0.5,-3
CC(C)(C)CNC(=O)c1cccc2c1C(=O)c1ccc(-c3cc4ccccc4o3)cc1S2(=O)=O,-1,44,-16
Cc1ccc(S(=O)(=O)/N=c2\scc(C)n2C)cc1,-3,1.1,-2
COc1ccc(N2C(=O)N3[C@@H]4c5ccccc5OC[C@@H]4[C@@H](c4ccccc4)[C@@]3(C)C2=O)cc1,-5,0.9,0
COc1ccc(Cl)cc1NC(=O)CN(C)C(=O)CN1C(=O)NC(C)(C)C1=O,-1,-0.6,1
CN(CC(=O)Nc1ccc(Cl)c(C(F)(F)F)c1)S(=O)(=O)c1cnc[nH]1,-8,0.4,8
COc1ccccc1CCNC(=O)COc1cccc2c1OC(C)(C)C2,-6,-5.3,25
CCCCNC(=O)C(=O)NCC1CCCN1S(=O)(=O)c1cccs1 (centres undefined),-1,-0.5,1
CCNc1ccc(S(=O)(=O)N2CCCCC2)cn1,-8,0.5,-1
COc1ccc(NC(=O)COc2ccc(C)c(C)c2)cc1S(=O)(=O)N1CCCCC1,-1,-1.2,1

Continuation:
Molecule,GalR3 antag,CRFBP-R2 agonist,CRFR2-BP antag
CCCCNc1c(-c2ccc(SC3CCCCC3)cc2)nc2cnccn12,-3&-8,8.6,-12
CCOc1ccc(OCC(=O)OCC(=O)Nc2ccccc2C#N)cc1,0,-0.5,2
CCN(CC)S(=O)(=O)c1ccc(N2CCOCC2)c(NC(=O)c2ccc(=O)[nH]c2)c1,-6,0.4,8
Fc1ccc2cc(CCO[C@H]3CCCCO3)ncc2c1,-6,1.4,14
CCc1ccc(C(=O)CCC(=O)Nc2cccc(S(=O)(=O)N3CCCCC3)c2)cc1,-4,11,6
CC(Oc1ccc(F)cc1)C(=O)Nc1nc(-c2ccccn2)cs1 (centres undefined),-5,-1.2,2
O=C(CC1CCCC1)NCCS(=O)(=O)N1CCN(c2ccccc2)CC1,8,-1.5,1
COc1ccc2c(C#CCCO)c(-c3ccc(S(C)(=O)=O)cc3)sc2c1,-3,-0.1,-4
COc1ccc2sc(-c3ccc(N(C)C)cc3)c(C#CC(C)(C)O)c2c1,-8,-1.4,-9
COCCCN1C(=O)C(CC(=O)NCCCCc2ccccc2)CC(C(=O)N2CCOCC2)=C1C (centres undefined),-5,-0.6,-8
CCN(CC(=O)Nc1ccc2c(c1)OCCO2)C(=O)c1ccc(Cl)cc1Cl,1,-0.7,6
O=C(CC1SC(N2CCOCC2)=NC1=O)Nc1cccc(C(F)(F)F)c1 (centres undefined),-6,-0.5,-4
Cc1ccc([C@@H]2CC(=O)[C@@H]3CN(S(=O)(=O)c4ccc(C)cc4)[C@H](c4ccc(Cl)cc4)C[C@@H]3N2S(=O)(=O)c2ccc(C)cc2)cc1,-4,-0.1,-9
O=C1CCC(c2ccccc2)(C2CCN(Cc3ccccc3)CC2)C(=O)N1 (centres undefined),-2,-0.5,18
Cc1cc(C(=O)CN2C(=O)C(=O)N(C3CCCC3)C2=O)c(C)n1CCc1ccc(F)cc1,-5,4.2,-41
O=C1NC(=O)C2C3OC(C(Br)C3Br)C12 (centres undefined),2,0.7,14
CCc1noc(C)c1C(=O)Nc1nc(-c2ccc(OC)cc2OC)cs1,-4,1.0,4
Cc1ccc(C)c(OCCC(=O)NNC(=O)c2ccccc2)c1,-3,-0.9,6
Cc1cccc(NC(=O)CCC(=O)N2CCOCC2)n1,-7,-0.7,15
Cc1ccc(S(=O)(=O)N(C)C)cc1NC(=O)COC(=O)CCNS(=O)(=O)c1ccccc1,-3,-1.1,2
Cc1ccn2c(-c3csc(Nc4ccc(C(=O)O)cc4)n3)c(C)nc2c1,2,-0.7,15
COc1ccc(-c2cn(CCO)c(-c3ccc(Cl)nc3)n2)cc1,-2,-1.8,1
O=C(Cc1cccc(NC(=O)C2CCCN(C(=O)CCc3ccccc3)C2)c1)Nc1cccc(C(=O)N2CCOCC2)c1 (centres undefined),-7,-1.2,4
CCOC(=O)C1=CN(Cc2cccc(-c3cccnc3)c2)S(=O)(=O)N(C)C1C (centres undefined),-8,-1.6,21
CC(NC(=O)c1ccc(S(=O)(=O)Nc2ccccc2Cl)cc1)c1ccncc1 (centres undefined),-5,1.3,-2
COCC(=O)Nc1ccc(N2CCOCC2)c(S(=O)(=O)Nc2ccccc2OC)c1,-3,0.2,0
CCNc1nc(C#N)nc2c1ncn2-c1cc(F)cc(F)c1,-8,6.9,-8
O=C(CCN=C1NS(=O)(=O)c2ccccc21)OCc1ccccc1,2,-0.9,0
O=C(Nc1ccc2c(c1)CCC2)c1cc(F)cc(F)c1,0,0.0,-16
Cc1cc(C)n(CC(=O)NNC(=O)c2ccc(OC(F)(F)F)cc2)n1,3,1.4,13
CC(Nc1cccc([N+](=O)[O-])c1)C(=O)Nc1ccc(S(=O)(=O)N2CCCC2)cc1 (centres undefined),-5,2.2,8
COc1ccc(CCNC(=O)c2cccc(S(=O)(=O)N3CCCCCC3)c2)cc1,-4,0.3,0
Cc1ccc(C(=O)NC2CCC(C)CC2)o1 (centres undefined),-1,-3.8,-8
CCC1CCc2sc(C(=O)NNC(=S)NCC3CCCO3)cc2C1 (centres undefined),-4,-1.7,-1
O=C(NCC(c1ccco1)N1CCCC1)c1cc2cc(Cl)ccc2o1 (centres undefined),-6,57*,-27
Cc1ccccc1C(=O)NNC(=O)C1CC(=O)N(c2ccc3c(c2)OCCO3)C1 (centres undefined),1,-1.5,5
CN(C)CCN(C(=O)CN1C(=O)c2ccccc2C1=O)c1nc2cc3c(cc2s1)OCCO3,-5,2.3,85*
O=C(O)C1(Nc2ccc([N+](=O)[O-])cc2[N+](=O)[O-])CCCC1,-6,2.3,2
Cn1c(SCC(=O)NC2CCCc3ccccc32)nnc1C1CC1 (centres undefined),-7,-0.6,-2

Record cards, as listed above:
CCc1ccccc1NC(=O)CN1CCN(C(=O)CN2C(=O)NC3(CCCC3)C2=O)CC1 as listed: GalR3 antag = -1; CRFBP-R2 agonist = 0.8; CRFR2-BP antag = -8
CCOc1ccc(C(=O)COC(=O)CNC(=O)C2CCCCC2)cc1 as listed: GalR3 antag = -4; CRFBP-R2 agonist = 0.2; CRFR2-BP antag = 3
Cc1ccn2c(-c3csc(Nc4ccc(C(=O)O)cc4)n3)c(C)nc2c1 as listed: GalR3 antag = 2; CRFBP-R2 agonist = -0.7; CRFR2-BP antag = 15

Not all compounds are listed (hit frequency here may not be typical).
